Bioassay records deposited in PubChem by several laboratories.
RmlCD inh 1536 – inhibitors of Mycobacterium tuberculosis RmlC and RmlD coupled enzymes. P9WH09+P9WH11. RmlC+RmlD coupled enzyme assay, percent inhibition; primary screen in compound mixtures. inhibition, % at 3.6 µM. AID 1533. 160,000 tested, 0.03% active; in the data active means inhibition mostly above about 34%, no sharp cut-off; further: some results filed as inactive read as strong as hits
Target sequence (P9WH09 whole entry, looked up): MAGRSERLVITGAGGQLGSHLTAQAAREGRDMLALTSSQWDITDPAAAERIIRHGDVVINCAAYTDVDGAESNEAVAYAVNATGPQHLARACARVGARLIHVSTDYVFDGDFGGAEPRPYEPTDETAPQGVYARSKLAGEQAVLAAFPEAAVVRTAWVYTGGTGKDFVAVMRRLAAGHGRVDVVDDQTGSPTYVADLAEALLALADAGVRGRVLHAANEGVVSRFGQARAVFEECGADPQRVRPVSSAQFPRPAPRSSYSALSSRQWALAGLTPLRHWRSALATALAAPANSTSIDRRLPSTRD
Target sequence (P9WH11 whole entry, looked up): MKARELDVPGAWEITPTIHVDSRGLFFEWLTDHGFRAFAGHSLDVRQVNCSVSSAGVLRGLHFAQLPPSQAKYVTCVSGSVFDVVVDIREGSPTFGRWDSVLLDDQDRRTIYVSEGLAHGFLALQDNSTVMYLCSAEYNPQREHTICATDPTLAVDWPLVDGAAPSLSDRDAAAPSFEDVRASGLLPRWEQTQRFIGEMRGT
GlmU inhibition – inhibition of mycobacterial GlmU enzyme – biochemical, glucosamine-1-phosphate acetyltransferase (AID 1376). M. tuberculosis GlmU acetyltransferase enzyme assay; higher % means a stronger effect. inhibition, %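 (tested at 30 µM in the primary screen)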; hits with a dose series show IC50 in µM. 220,000 tested, 0.25% active; in the data active means inhibition above about 13%;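 further: 0% = complete reaction with vehicle and 100% = reaction without substrate; strong numbers were not always called active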
* marks the source's active call; other numbers are inactive results; . = no result given. These rows are one share of the data; rates above refer to the full screens.

Values in the order: RmlCD inh 1536, GlmU inhibition
CC1CCN(CCCn2c(=S)[nH]c3c(sc4ccccc43)c2=O)CC1
→ 7.2, -1.9%
CCCN1CCN(C(=O)CN2C(=O)CC(C)(C)S(=O)(=O)c3ccccc32)CC1
→ -6.3, -2.1%
CS(=O)(=O)N(CC(=O)Nc1cccnc1)c1ccc2c(c1)OCO2
→ ., 0.3%
CCOc1cccc(OCCOCCN(C)C)c1
→ ., -0.6%
O/N=C/c1ccccc1OCc1ccccc1Cl
→ 2.7, 0.1%
CCc1ccc(N2CC(C(=O)NCc3ccc4c(c3)OCO4)CC2=O)cc1 (stereo unspecified)
→ 2.6, 2.0%
Cc1c(Cl)cccc1NC(=O)C1NC(=O)CC1c1ccccc1 (stereo unspecified)
→ 6.4, 3.7%
CCN(CC)S(=O)(=O)c1ccc(-c2nnc(SCC(=O)Nc3nc(C)cs3)o2)cc1
→ ., 6.1%
CCCn1nc(C(=O)OCC(=O)Nc2cccc(S(N)(=O)=O)c2)c2ccccc2c1=O
→ -8.4, -2.4%
O=C(Cc1n[nH]c(=O)c2ccccc12)N1CCN(c2ccc(F)cc2)CC1
→ -7.4, -2.8%
Cc1cc(C(=O)OCC(=O)c2c(N)n(C)c(=O)n(C)c2=O)c(C)o1
→ 5.3, 0.4%
COc1cccc(NC(=O)CCNS(=O)(=O)c2cccc3nsnc23)c1
→ 6.4, -6.0%
COc1cc2c(cc1OC)-c1cc(NC3CCCCCCC3)nc(=O)n1CC2
→ ., -3.4%
CCOC(=O)c1cc2ccccc2n1CCN(CC)CC
→ ., 3.3%
O=C(OCn1nnc2ccccc2c1=O)C1=COCCO1
→ ., 3.5%
COc1ccc(NC(=O)C2CCCN2C(=O)OC(C)(C)C)cc1 (stereo unspecified)
→ 0.3, 0.2%
O=S(=O)(c1cccc(F)c1)N1CCCN(c2ccc(C(F)(F)F)cn2)CC1
→ 19.1, .
CCOc1ccc(S(=O)(=O)Nc2ccccc2C(=O)NCc2ccco2)cc1
→ -6.3, -0.7%
Cc1ccc2nc3c(cc2c1)c(NC(=O)c1ccco1)nn3CC(C)C
→ -9.1, 4.0%
N#CCSc1nccc(-c2cc(Cl)sc2Cl)n1
→ ., -0.5%
O=C(NCc1ccccc1C(F)(F)F)C1CC(c2cccc(F)c2)=NO1 (stereo unspecified)
→ ., 8.6%
CC(=O)N(C(C)=O)c1nc2nc(C)cc(C)n2n1
→ -12.3, 1.5%
C/C(Cn1nnc([N+](=O)[O-])n1)=N\NC(=O)c1cccc(Cl)c1
→ -5.1, 6.3%
COc1ccc(CCN(C)CCCC(C#N)(c2cc(OC)c(OC)c(OC)c2)C(C)C)cc1OC (stereo unspecified)
→ ., 8.0%
S=C(Nc1ccc2[nH]ccc2c1)NC1CCCCC1
→ -9.8, 2.5%
Cc1nc2sc(C#N)c(N)c2c2c1CCCC2
→ 3.6, -1.4%
Cc1nc2c(-c3ccccc3)c(C)nn2c(C)c1CCC(=O)N1CCOCC1
→ 39.7, 0.9%
CCCC(=O)N1CCN(c2ccc(NC(=O)c3cccs3)cc2Cl)CC1
→ -8.2, -4.3%
COc1cc2c(cc1OC)CN(Cc1ccc(C)s1)CC2
→ 11.3, -6.0%
NC(=O)c1ccccc1NC(=O)Nc1cccc(Cl)c1Cl
→ 6.0, -6.7%

Continuation:
Values in the order: RmlCD inh 1536, GlmU inhibition
O=C(NCc1nnc(SCC(=O)N2CCCCCC2)o1)c1ccco1
→ -2.2, 0.6%
COc1ccc(S(=O)(=O)Nc2ccccc2C(=O)OC2CCCN(C)C2)cc1OC (stereo unspecified)
→ ., -5.9%
CCOC(=O)c1c(NC(=O)CSc2nnc(-c3c[nH]c4ccccc34)n2C)sc2c1CCCC2
→ ., -7.8%
O=C(c1ccco1)N1CCN(C(c2ccccc2)c2nnnn2C2CCCC2)CC1 (stereo unspecified)
→ 0.6, -6.5%
COc1ccc(N2CCN(C(=O)CSc3nnc(NC(=O)C4CCC4)s3)CC2)cc1
→ -10.9, 7.2%
Cc1ccccc1CN1C(=O)C(O)(CC(=O)c2ccncc2)c2ccccc21 (stereo unspecified)
→ ., -3.7%
N#C/C(=C\c1cccs1)C(=O)c1ccccc1Cl
→ -5.8, 0.3%
CC(=O)Oc1ccccc1N1C(=O)c2ccc(C(=O)O)cc2C1=O
→ -1.5, 1.5%
COc1cccc(NC(=O)NCCCN2CCN(c3ccc(F)cc3)CC2)c1
→ 2.2, 4.5%
c1ccc(N(c2ccccc2)c2nc(N3CCCC3)nc(-n3ccnc3)n2)cc1
→ 8.3, .
Cc1ccc(/C=C/c2nc3ccccc3c(=O)n2CCc2ccccc2)cc1
→ -1.2, 0.2%
O=C(CSc1nnnn1-c1ccccc1)N1CCN(C(=O)c2ccco2)CC1
→ 6.6, 9.9%
Oc1ccc(CN2CCCCC2)c2cccnc12
→ ., 7.2%
CCNC(=O)NC(C(=O)OC)C12CC3CC(CC(C3)C1)C2 (stereo unspecified)
→ -4.2, -4.7%
Cc1cc(C(=O)OCC(=O)NC(C)C)c2ccccc2n1
→ -13.4, 1.7%
C/C(Cl)=C\CNC(C)c1ccccc1 (stereo unspecified)
→ 1.4, 2.0%
COc1ccc(C2NC(=S)NC(C)=C2C(=O)N2CCOCC2)cc1 (stereo unspecified)
→ 63.0, 1.3%
CNC(=S)NNC(=O)c1ccccc1Cl
→ -16.2, 3.3%
CC(=O)Nc1cc(NC(C)=O)c(N=Nc2ccccc2)cc1C
→ 7.9, 2.6%
O=C(NN1C(=O)/C(=C/c2cccnc2)SC1=S)C(c1ccccc1)c1ccccc1
→ 6.6, 1.0%
S=c1oc(-c2ccncc2)nn1CCc1ccncc1
→ ., -2.3%
CN(c1ccc(F)cc1)S(=O)(=O)c1ccc(Cl)c(C(=O)OCC(=O)NCc2ccco2)c1
→ 11.7, -2.5%
Cc1c(C(=O)NC(C)C)oc2c1-c1[nH]ncc1CC2
→ ., -2.0%
Nc1nc(SCC(=O)NNc2c(Cl)cc(Cl)cc2Cl)n[nH]1
→ 2.9, -0.1%
COc1ccc([N+](=O)[O-])cc1NC(=O)C(C)OC(=O)c1cccnc1Cl (stereo unspecified)
→ ., 4.0%
COCCCNC(=O)CCCn1c(=O)c2ccccc2n(CC(=O)Nc2c(C)cc(C)cc2C)c1=O
→ ., -0.6%
O=C1CC(=O)N(CCc2ccc(F)cc2)C(=O)N1
→ ., -0.1%
CCOc1ccc(C(=O)Nc2ccc(-c3nc4ccccc4[nH]3)cc2)cc1[N+](=O)[O-]
→ 7.6, -4.3%
CCOC(=O)c1sc(NC(=O)C(C)C)c(C#N)c1C
→ -32.4, 6.1%
O=C(N/N=C/c1cc([N+](=O)[O-])ccc1O)c1cc(-c2ccccc2)nc2ccccc12
→ 8.5, 1.5%

The list goes on; it opens with the 4 that closed the last part.
Values in the order: RmlCD inh 1536, GlmU inhibition
O=C1CC(=O)N(CCc2ccc(F)cc2)C(=O)N1
→ ., -0.1%
CCOc1ccc(C(=O)Nc2ccc(-c3nc4ccccc4[nH]3)cc2)cc1[N+](=O)[O-]
→ 7.6, -4.3%
CCOC(=O)c1sc(NC(=O)C(C)C)c(C#N)c1C
→ -32.4, 6.1%
O=C(N/N=C/c1cc([N+](=O)[O-])ccc1O)c1cc(-c2ccccc2)nc2ccccc12
→ 8.5, 1.5%
COc1cc(/C=C2\SC(=S)N(C(C(=O)O)c3ccccc3)C2=O)ccc1O (stereo unspecified)
→ ., 8.8%
O=C(CN(Cc1ccco1)C(=O)CCC(=O)Nc1nccs1)NCc1ccccc1
→ 8.3, -4.2%
CN1C(=O)/C(=C/c2ccccc2OCc2ccccc2)NC1=S
→ 3.0, -1.6%
CCCCCC(=O)Nc1nc(C)c(-c2csc(Nc3ccccc3OCC)n2)s1
→ 9.2, 3.5%
Cc1cccc(CC(=O)NCCn2c(C)cc3ccccc32)c1
→ 9.7, -2.5%
C=CC(=O)NCC1OCCc2ccccc21 (stereo unspecified)
→ 9.6, 6.4%
O=C(COC(=O)c1ccccn1)Nc1nccs1
→ ., 2.1%
O=c1cc(O)c2c(=O)[nH]c(=O)n(-c3ccccc3)c2[nH]1
→ -27.1, -4.6%
Cc1ccc(COc2ccsc2C(=O)O)cc1
→ -6.8, -5.7%
COc1cc(/C=N/NC(=O)c2cc(C)oc2C)cc(OC)c1OC
→ ., -0.6%
Cc1cc(Cl)ccc1NC(=O)CSc1nnc(-c2ccncc2)n1Cc1ccco1
→ ., 4.2%
COc1ccc(C(=O)Nc2ccc(OCC(F)(F)C(F)F)c(C(F)(F)F)c2)cc1OC
→ ., 1.1%
CC(=O)N(Cc1ccco1)Cc1cc2cccc(C)c2n2nnnc12
→ ., -1.9%
Cc1cc(=O)[nH]c(SCC(=O)Nc2cccc(C(F)(F)F)c2)n1
→ ., 3.8%
O=C(N/N=C/c1cn[nH]c1-c1ccc(Cl)cc1)c1ccc([N+](=O)[O-])cc1
→ 8.6, -4.4%
CC(C)N(C(=S)Nc1cccc(S(=O)(=O)N(C)C)c1)c1ccccc1
→ -3.9, 3.9%
Cc1ccc(S(=O)(=O)NC(=O)NCc2ccccn2)cc1
→ ., -4.1%
O=C(CSc1ccccn1)Nc1ccc(N2CCOCC2)cc1
→ 2.4, -2.2%
Cc1c(Cl)c(C(F)(F)F)nn1CC(=O)NCc1ccccc1
→ ., -0.1%
Cc1cccnc1N(C(=O)Nc1cccc(Cl)c1)C1=NCC(C)(C)S1
→ ., 4.2%
CCC12CC3CC(C1)CC(C(=O)NNC(N)=O)(C3)C2
→ 77.6, -2.0%
C/C(CC(=O)Nc1cccnc1)=N\NC(=O)C(=O)NC(C)C
→ 1.6, 8.2%
N#CCc1nc(-c2cc3ccccc3oc2=O)cs1
→ -12.3, 2.1%
O=c1[nH]c2ccc(Br)cc2c(-c2ccccc2)c1N1CCOCC1
→ -5.2, .
O=C(O)c1c[nH]c2ccc(S(=O)(=O)N3CCN(c4ccc(F)cc4)CC3)cc2c1=O
→ -3.5, 2.5%
c1cncc(-c2nnc(SCc3nc4ccccc4[nH]3)o2)c1
→ ., 0.9%
CC(C)C(=O)Nc1nnc(CCN2CCCCC2)s1
→ 99.7, 6.8%
CCCC1(c2ccccc2)NC(=O)N(CC(=O)c2[nH]c(C)c(C(=O)OCC)c2C)C1=O (stereo unspecified)
→ -9.0, 1.0%
CCCC1=C(C(=O)OCC)C(c2ccc(OC)c(C)c2OC)C(C#N)=C(N)O1 (stereo unspecified)
→ ., -0.8%
O=C(/C=C/c1c[nH]c2ccccc12)c1ccccc1
→ -2.5, -2.2%

Further results:
Values in the order: RmlCD inh 1536, GlmU inhibition
CN1CCN(C(=O)C2=C[C@@H](c3ccc(Br)cc3)C[C@@H](OCc3ccc(CO)cc3)O2)CC1
→ ., 1.4%
CCCCOc1ccc(-c2nc(-c3cccnc3)no2)cc1
→ -5.0, 0.7%
O=C(NCCNCCO)C1(C(F)(F)F)C/C(=C\CCO)CCCO1 (stereo unspecified)
→ ., -0.4%
O=C(Cn1c(=S)[nH]c2ccccc21)c1ccccc1
→ -7.5, 0.4%
O=C(Nc1ccc(F)cc1)C(c1ccccc1)N1CCN(S(=O)(=O)c2c(F)cccc2F)CC1 (stereo unspecified)
→ -0.5, -4.4%
CCCCNC(=S)NNC(=O)c1ccc(Br)o1
→ 2.3, -3.9%
CCOC(=O)c1ccccc1NC(=O)C1COc2ccccc2O1 (stereo unspecified)
→ 10.7, -1.4%
O=C(CSc1nnc2c(n1)[nH]c1ccccc12)OCc1ccccc1
→ ., -4.5%
COc1ccc(OCC(=O)O/N=C(\N)Cc2cccs2)cc1
→ -2.9, 0.8%
COc1ccc(NC(=O)Cc2ccc(Cl)cc2)cc1NC(=O)c1ccco1
→ 92.3, 0.5%
Cc1cccc(N=C/C(C(=O)C(F)(F)F)=C(\O)c2ccco2)c1
→ -5.5, 2.5%
Fc1ccc(-c2cnc(-c3cccs3)o2)cc1
→ 6.6, 5.0%
CC(Oc1ccccc1)c1nnc(N)s1 (stereo unspecified)
→ ., 7.2%
Cc1ccc(-n2c(SCC(N)=O)nc3c(c2=O)C2(CCCC2)Cc2ccccc2-3)cc1
→ ., 2.2%
CCCNC(=O)NS(=O)(=O)c1cnccc1Sc1ccc(Cl)cc1
→ ., -4.9%
Cc1ccccc1NC(=O)N1CCC(C(=O)c2ccc(F)cc2)CC1
→ 15.0, 3.5%
CCCC(=O)c1cc(CP(=O)(OCC)OCC)oc1C
→ 4.8, 0.7%
c1ccc(CSc2nnc(-c3ccco3)o2)cc1
→ 2.9, -1.4%
CCOc1cc2c(cc1C(C)(C)C)NC(=O)CS2
→ ., 4.9%
Cc1ccc(C)c(NC(=S)NC2CC3CCCC(C2)N3CC(C)C)c1 (stereo unspecified)
→ ., -7.4%
Fc1ccc(Oc2nc(-c3ccccn3)nc3ccccc23)cc1
→ 3.9, -4.6%
CC(C)CCNC(=O)CCCn1c(=O)[nH]c2ccc(Br)cc2c1=O
→ -13.3, 1.0%
Cc1ccccc1NC(=O)C(=O)NCCc1c[nH]c2ccccc12
→ -10.8, -0.5%
Cc1ccc(NC(=O)C2CC(=O)Nc3nc4ccccc4n32)c(C)c1 (stereo unspecified)
→ -12.2, -4.1%
Cc1ccc(S(=O)(=O)N2CCN(Cc3nc4sc(C)c(C)c4c(=O)[nH]3)CC2)cc1
→ 4.1, 3.9%
C/C(=N/NC(=O)CNC(=O)Cc1ccc(Cl)cc1)c1ccco1
→ 21.4, 3.1%
